# Screening results deposited in PubChem BioAssay by several laboratories.
# Measles CPE – compounds protecting cells from measles virus cytopathic effect, primary screen, measles RdRp inhibitor project, single point, MLSMR library, absorbance; Measles virus-infected cells, CPE protection; protection (pct of control), % at 4 µM; actives 1.5% (n = 140,000); AID 841, 2007; in the data active means protection mostly above about 24%, no sharp cut-off; inactive means mostly below about 26%; further: some compounds called inactive have numbers as strong as hits
# NPY Y2 blocker – NPY-Y2 receptor antagonists, primary screen, cell-based; actives 0.99% (n = 140,000); AID 793, 2007; inhibition, % at 2.7 µM; Neuropeptide Y receptor type 2 (Homo sapiens), P49146; NPY-Y2 expressing cells, antagonist mode; in the data active means inhibition above about 17%;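 further: 0% = vehicle with agonist challenge and 100% = reference antagonist with challenge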
# Target sequence (P49146 whole entry, looked up): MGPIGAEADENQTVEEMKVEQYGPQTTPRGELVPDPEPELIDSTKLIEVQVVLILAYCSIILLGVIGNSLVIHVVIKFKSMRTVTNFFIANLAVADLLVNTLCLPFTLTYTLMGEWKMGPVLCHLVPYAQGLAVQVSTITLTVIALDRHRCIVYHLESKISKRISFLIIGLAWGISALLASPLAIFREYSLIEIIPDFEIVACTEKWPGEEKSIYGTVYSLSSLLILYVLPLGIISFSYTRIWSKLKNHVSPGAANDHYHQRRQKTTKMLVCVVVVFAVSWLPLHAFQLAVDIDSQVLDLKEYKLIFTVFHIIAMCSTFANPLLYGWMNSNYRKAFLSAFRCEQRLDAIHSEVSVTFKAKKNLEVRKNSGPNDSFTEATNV
# Yeast lifespan up – compounds extending yeast replicative lifespan, primary screen, S. cerevisiae, OD615; S. cerevisiae growth with nicotinamide; deaD strain in restrictive glucose medium; inhibition of the nicotinamide effect, % at 10 µM; actives 0.68% (n = 130,000); AID 775, 2007;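 active means inhibition above a set limit, placed 3 SD over the median of all compounds, cut at about 26% in these data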;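 further: 0% = nicotinamide-treated wells and 100% = cells grown without nicotinamide; some compounds called inactive have numbers as strong as hits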
#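 Test system – modified budding yeast, DeaD strain · Compound – single dose 10 µM compound, 0.25% DMSO · Times – culture preincubation 4 h, compound exposure 48 h, both 30 °C · Detection – optical density (absorbance) at 615 nm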
# HCT116 bCat-KO – primary screen for growth suppressors in beta-catenin knockout HCT116 cells (colon tumor, human); HCT116 beta-catenin knockout viability, CellTiter-Glo, 60 h; active compounds read low; actives 1.5% (n = 140,000); viability, % at 10 µM;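 active means viability at or under a set limit, the compound median less 4 SD, cut at about 6% in these data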;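 further: 0% = Hyamine 1622 control at 20 µM and 100% = untreated cell control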
# Phagocytosis inh – inhibitors of macrophage phagocytosis, primary screen, imaging, J774A.1 cells, IgG beads; actives 0.07% (n = 110,000); J774A.1 macrophage IgG-bead phagocytosis; AID 1029, 2008; inhibition, % at 5 µM;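 active means inhibition above the mean of the plate negative controls plus 5 SD, cut at about 13% in these data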;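 further: phagocytic index as fraction of beads internalized from green versus red external bead signal; plate controls were DMSO negative control for no effect and cytochalasin-D positive control for full effect; some results beyond the cut were filed as inactive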
# Yeast growth inh – growth inhibitors of yeast BB579 in restrictive medium, primary screen, yeast lifespan-shortening project, S. cerevisiae. OD615, 48 h. inhibition, % at 10 µM. actives 0.51% (n = 140,000). AID 804, 2007;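 active means inhibition above a set limit, 3 SD over the mean compound inhibition, cut at about 44% in these data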; further: inactives centre near -24
#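 System: Saccharomyces cerevisiae DeaD strain BB579, replicative lifespan model yeast. Buffer or medium: restrictive glucose-based CSMM-D medium. Doses: one dose, 10 µM compound with 0.25% DMSO. Timing: 4 h preincubation and 48 h exposure at 30 °C. Detection: turbidity as optical density at 615 nm. Benchmarks: amphotericin B 10 µg/mL, positive.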
# MRP-1 activ – H69AR viability gain despite doxorubicin, primary screen, MRP-1 activator project, H69AR cells, CellTiter-Glo; actives 0.61% (n = 140,000); AID 799, 2007; viability increase, % at 10 µM; viability rescue;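 active means viability gain under doxorubicin at or above a set limit, the compound median plus 3 SD, cut at about 4.7% in these data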;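 further: MRP-1 overexpressing cells given doxorubicin 25 µM after compound pretreatment; 18-22 h compound pretreatment then 72 h with doxorubicin before readout; 0% = doxorubicin-only wells and 100% = vehicle-treated cells without doxorubicin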
# E-sel TNF inh – E-selectin induction blockers in HUVEC – imaging, immunofluorescence, high content, primary screen; HUVEC TNFa-induced E-selectin immunofluorescence; inhibition, % at 2 µM; actives 0.71% (n = 120,000);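 active means inhibition above the batch mean plus 3 SD, and confirmed as a hit on visual image review, cut at about 43% in these data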;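 further: 0% = TNF-stimulated DMSO wells and 100% = unstimulated control wells; not every result past the cut was called active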
# GALR2 antag – GALR2 antagonists in receptor-expressing cells, primary screen. antagonist mode. inhibition, % at 4 µM. actives 0.39% (n = 140,000); in the data active means inhibition above about 27%;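 further: cells stimulated with galanin 1-16 at roughly its EC80; 0% = agonist challenge control and 100% = basal control without agonist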
# Target sequence (O43603 whole entry, looked up): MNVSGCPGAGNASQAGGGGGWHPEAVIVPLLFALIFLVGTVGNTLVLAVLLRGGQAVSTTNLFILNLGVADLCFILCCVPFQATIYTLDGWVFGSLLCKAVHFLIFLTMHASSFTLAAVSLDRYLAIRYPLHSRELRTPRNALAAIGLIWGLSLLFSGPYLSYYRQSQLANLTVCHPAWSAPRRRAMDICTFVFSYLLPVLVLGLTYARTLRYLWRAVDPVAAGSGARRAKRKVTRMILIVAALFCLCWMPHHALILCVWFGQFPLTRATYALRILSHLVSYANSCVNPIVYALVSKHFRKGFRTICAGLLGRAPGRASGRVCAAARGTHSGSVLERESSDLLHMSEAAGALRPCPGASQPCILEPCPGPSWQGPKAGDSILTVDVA
# PTEN del growth – growth suppression of PTEN-null HCT116, primary screen, cell-based, CellTiter-Glo; HCT116 PTEN-null viability, 60 h; active compounds read low; viability, % at 10 µM; actives 1.2% (n = 140,000); AID 827, 2007;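 active means viability at or below a set limit, 4 SD under the median of all tested compounds, cut at about 3.7% in these data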;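 further: PTEN knockout HCT116 line with beta catenin targeted HCT116 as companion control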
# Numbers without * were called inactive; . = not tested or not shown.
SMILES,Measles CPE,NPY Y2 blocker,Yeast lifespan up,HCT116 bCat-KO,Phagocytosis inh,Yeast growth inh,MRP-1 activ,E-sel TNF inh,GALR2 antag,PTEN del growth
Cc1cc(C(=O)Nc2ccccc2N2CCOCC2)c2ccccc2n1,10.1,3.2,-6.7,100.2,-1.5,-44.1,-0.9,4.9,-7.9,97.9
COC(C(=O)Nc1ccc(S(=O)(=O)Nc2c(C)cccc2C)cc1)c1ccccc1 (stereo not given),4.9,3.5,1.9,82.4,-1.6,-0.6,-0.1,27.9,1.8,91.3
CC1CCC2(CC1)NC(=O)N(CC(=O)NC(=O)NC1CCCC1)C2=O (stereo not given),3.8,3.2,-5.9,94.2,0.2,-35.0,0.5,.,-6.7,101.1
CCCCN(C(=O)Cn1nnc2ccccc21)C(C(=O)NCc1ccco1)c1ccncc1 (stereo not given),9.7,-1.1,-1.1,88.2,-1.7,-30.3,-2.3,-26.2,12.2,92.3
Cc1ccc(NC(=O)N(CCCN2CCOCC2)Cc2cccnc2)cc1C,15.0,-0.5,-3.5,96.5,0.1,-19.1,-1.2,26.8,-2.2,100.7
Cc1csc(-c2coc3cc(O)cc(C)c3c2=O)n1,11.9,-2.7,-11.7,79.2,2.1,-19.5,-1.9,.,6.8,78.2
COc1ccc(CCNc2cc(-c3ccccc3)nc3ncnn23)cc1,5.3,4.3,-18.9,72.2,.,0.7,-0.4,6.9,7.5,84.9
Cc1ccc2nc(-c3cccnc3)oc2c1,4.7,3.4,-19.1,78.4,.,-10.9,-2.0,14.0,2.1,84.0
Cc1ccc(C(=O)O)cc1N1C(=O)c2cccc3cc(Br)cc(c23)C1=O,13.7,-0.6,-0.4,82.0,.,-20.1,-2.1,-2.7,12.3,83.4
CC(=O)N1c2ccccc2NC(=O)C1(C)C,2.1,3.6,-0.2,96.6,1.5,7.2,-0.5,-24.1,3.4,94.7
COc1ccc(C(=O)NCC(=O)N2CCC(C)CC2)cc1OC,1.6,1.6,-4.3,95.5,0.7,-11.4,0.2,7.6,4.5,98.6
CCCC(=O)Nc1cc(OC)c(NC(=O)NC2CCCCC2)cc1OC,11.1,8.4,6.4,92.0,1.7,-22.6,-0.5,-13.6,1.5,91.1
COc1ccc2nc(NC(=O)CSc3nc(SC)ns3)sc2c1,6.5,1.3,-2.5,91.1,2.0,-13.8,0.9,.,-6.0,102.7
COc1ccc(OCC(O)CN2C(=O)c3ccccc3S2(=O)=O)cc1 (stereo not given),7.6,3.5,-8.9,99.3,-0.5,-57.1,-0.5,-14.8,-20.8,99.7
Cc1csc(SCC(=O)c2c(N)n(CC(C)C)c(=O)n(C)c2=O)n1,4.3,1.3,2.5,79.2,-1.0,-16.6,-3.4,10.8,-10.4,76.3

# One compound at a time, as listed above. Screens in order: Measles CPE | NPY Y2 blocker | Yeast lifespan up | HCT116 bCat-KO | Phagocytosis inh | Yeast growth inh | MRP-1 activ | E-sel TNF inh | GALR2 antag | PTEN del growth
# Shown for Cc1cc(C(=O)Nc2ccccc2N2CCOCC2)c2ccccc2n1 = 10.1 | 3.2 | -6.7 | 100.2 | -1.5 | -44.1 | -0.9 | 4.9 | -7.9 | 97.9
# Shown for COC(C(=O)Nc1ccc(S(=O)(=O)Nc2c(C)cccc2C)cc1)c1ccccc1 (stereo not given) = 4.9 | 3.5 | 1.9 | 82.4 | -1.6 | -0.6 | -0.1 | 27.9 | 1.8 | 91.3

# (next part)
SMILES,Measles CPE,NPY Y2 blocker,Yeast lifespan up,HCT116 bCat-KO,Phagocytosis inh,Yeast growth inh,MRP-1 activ,E-sel TNF inh,GALR2 antag,PTEN del growth
CCOC(=O)c1ccc(OS(=O)(=O)c2ccccc2)c(OC)c1,4.0,3.8,-10.6,79.1,-5.3,-4.5,-2.8,29.0,-10.9,98.5
COc1ccc2c(c1)-c1nc(/N=C/c3ccc(O)c(OC)c3)sc1CC2,12.6,1.7,-6.3,93.6,-7.0,-9.6,-2.4,1.0,8.2,97.1
O=C(CSc1cccc(C(F)(F)F)c1)Nc1cc(S(=O)(=O)N2CCCC2)ccc1Cl,4.7,5.0,10.6,62.7,5.9,-50.7,-2.5,.,-17.7,63.2
O=C(NCCCCNC(=O)c1c(F)c(F)c(F)c(F)c1F)c1c(F)c(F)c(F)c(F)c1F,4.2,-0.4,-5.0,90.6,.,-95.5,-1.4,-14.6,-4.9,91.7
COc1ccc(-c2nn3c(COc4ccccc4)nnc3s2)cc1OC,21.3,7.5,-23.2,89.0,-0.4,-65.7,-0.6,-7.6,4.0,86.0
Cc1ccc(C(=O)/C=C\Nc2ccc(C)c(C)c2)cc1,2.6,3.8,9.8,86.5,-2.2,-40.6,1.3,-9.3,3.2,86.2
O=C(c1cccnc1)N1CCc2ccccc2C1,9.9,-1.4,-12.0,91.7,.,11.7,-0.3,-22.8,2.7,88.4
CCNC(=S)N/N=C(\C)c1ccc(N2CCOCC2)cc1,21.3,2.2,1.4,101.7,-6.1,-9.7,-1.3,.,10.1,95.3
O=C(COc1ccc(S(=O)(=O)NCc2ccccc2)cc1Cl)NCC1CCCO1 (stereo not given),28.0,1.8,-6.3,90.2,-1.2,-20.1,-4.0,16.4,-7.9,91.7
CCOc1cc(C(=O)OCC(=O)c2c[nH]c3ccccc23)ccc1OCC(=O)N1CCOCC1,5.5,-3.1,-7.7,91.1,0.0,-55.1,-5.0,-41.2,15.5,88.6
CCOc1ccc(-c2c(=O)n(OCc3ccccn3)c3ccccc3[n+]2[O-])cc1,4.3,-2.8,-11.3,89.4,-0.2,1.4,0.6,25.4,-3.4,92.4
O=C1NC2(C=Cc3c(ccc4ccccc34)O2)Oc2ccccc21 (stereo not given),14.8,0.3,-27.9,95.1,-1.7,42.9,-4.2,-1.3,-5.6,81.6
Cc1cc(C)c(S(=O)(=O)N2CCN(c3ccc([N+](=O)[O-])c(NCc4ccco4)c3)CC2)c(C)c1,9.7,1.9,-3.4,90.7,-3.3,-12.1,-1.1,-5.2,-2.1,87.9
Nc1ccc(CCc2nc3ccccc3o2)cc1,1.9,2.8,-11.0,100.9,0.2,-8.4,-3.5,.,8.6,103.8
CN1C(=O)c2cccc3c(S(=O)(=O)Nc4ccccn4)ccc1c23,25.6,-2.0,-7.8,64.0,.,-37.4,-4.5,4.9,-3.2,68.3
CCOc1ccc2[nH]c(=O)c(=O)[nH]c2c1,25.0,0.8,-14.8,98.5,-0.3,-73.1,0.1,18.9,-6.1,103.2
Cc1ccc(SC(C)C(=O)Nc2cccc(N(C)S(C)(=O)=O)c2)cc1 (stereo not given),32.9*,0.5,-3.2,97.6,-2.3,-11.4,-2.3,3.9,1.7,83.1
CCOc1cccc(/C(O)=C2/C(=O)C(=O)N(Cc3ccco3)C2c2ccncc2)c1 (stereo not given),25.2,7.2,-8.2,84.5,.,-4.3,-2.3,-3.3,6.7,82.7
COC(=O)c1ccc(C(=O)OC)c(NC(=S)N2CCN(c3ccccc3F)CC2)c1,21.3,8.7,-3.4,87.9,-4.6,-51.1,-1.5,-20.3,0.0,90.8
N#Cc1ccccc1Sc1ccccc1C(=O)N1CCOCC1,6.2,-0.5,-4.0,102.2,-0.4,-2.0,-1.0,.,2.8,102.2
CC(/C=C1\SC(=S)N(CC(=O)N2CCN(c3ccccc3)CC2)C1=O)=C\c1ccccc1,10.6,3.8,4.6,88.5,-1.9,-39.2,-0.9,.,1.0,83.0
CCOC(=O)N=S(=O)(Oc1ccc([N+](=O)[O-])cc1)c1ccccc1 (stereo not given),6.9,1.9,-7.7,94.0,-0.2,-12.8,-0.6,8.4,3.4,93.5
CC1CCCN(Cc2c(O)ccc3c2O/C(=C\c2ccco2)C3=O)C1 (stereo not given),11.4,2.4,7.5,97.0,-2.5,-65.9,-2.5,-6.4,22.9,100.4
CCOC(=O)c1cnc(SCC(=O)c2ccccc2)nc1N,3.3,-0.3,-23.6,100.3,1.8,-5.3,-1.4,-30.7,15.0,110.0
O=C(O)CN1C(=O)C2(OCCCO2)c2ccccc21,4.6,5.2,-5.8,96.7,-0.6,-9.7,-1.2,-2.1,-3.7,107.0
CN(CC(=O)Nc1ccncc1)S(=O)(=O)c1ccc(Cl)cc1,20.8,4.8,-7.7,95.1,-1.1,8.5,-0.2,-18.3,-3.7,92.7
COc1ccc(C(=O)/C(=C\c2ccco2)N2C=CC=CC2=C(C#N)C#N)cc1,2.9,1.7,-18.7,9.1,.,-7.6,-6.8,13.3,41.7*,10.8
N#Cc1ccccc1Cn1cc(/C=C/[N+](=O)[O-])c2ccccc21,1.1,2.3,34.5*,2.1*,.,-2.2,-4.9,-5.3,8.4,1.4*
CCOC(=O)c1c(NC(=O)COC(=O)c2c(C)noc2C)sc2c1CCC2,7.6,0.0,.,64.9,.,-20.9,-4.5,11.1,5.1,62.4
O=C(Cc1cc(=O)[nH]c(=O)[nH]1)NCC1CCCO1 (stereo not given),16.1,1.2,-4.3,88.9,-0.2,11.9,-1.0,19.8,5.2,81.5
O=S(=O)(c1ccc2nc(SCc3cccc(Cl)c3)[nH]c2c1)N1CCOCC1,6.3,-1.3,3.4,74.6,-4.7,-34.6,2.4,.,10.0,81.4
Cc1cc(C)nc(SCC(=O)OCN2C(=O)c3ccccc3C2=O)n1,.,3.3,-5.5,103.7,.,-30.6,-0.7,-36.6,-7.2,103.6
CSc1nc2c(c(-c3ccc(O)cc3)c1C#N)CCC2,4.4,6.0,18.1,78.4,-2.0,-21.7,-0.4,-43.7,9.4,68.1
O=C1OCCN1C(=O)[C@H]1[C@H](c2ccc(Cl)cc2)C(c2cccc(Cl)c2)=NN1c1ccccc1,4.5,-1.3,1.9,62.9,.,-11.5,-3.7,-0.6,-0.8,46.8
COc1cc(C(=O)OCC(=O)N(C)Cc2ccccc2)cc(OC)c1OC,1.9,1.4,-2.3,98.1,.,-3.9,-2.6,-5.7,0.6,98.6
COCCn1c(Sc2ccc(C)cc2)nc2c1c(=O)[nH]c(=O)n2C,2.6,-0.1,-14.6,109.1,0.0,2.9,-3.9,4.4,-4.7,93.9
Cc1ccccc1NC(=S)NC(C)C(c1cccs1)N1CCOCC1 (stereo not given),9.3,2.3,-0.6,62.0,.,0.7,-3.2,35.2,5.0,73.2
O=C(NCCCn1ccnc1)c1noc2c1CCc1ccccc1-2,27.4,3.7,-16.7,93.1,-4.7,-28.2,-2.5,.,1.6,88.5
OCc1cn(-c2ccccc2)nc1-c1cccnc1,3.8,1.5,-6.8,97.7,-1.3,-4.9,-2.0,-10.2,5.9,102.0
CCOC(=O)c1nnn(CC(=O)Nc2cc(F)ccc2F)c1C(=O)OCC,12.3,-1.1,-16.8,105.5,-1.5,-28.0,-2.0,12.6,-1.9,95.1
COc1cc([N+](=O)[O-])ccc1N,.,2.1,-5.8,85.8,-5.8,-17.8,2.5,.,0.9,92.5
